PRC2 inh – EZH2 (human) methyltransferase inhibition. inhibition, % at 12.5 µM. AID 651548. Q15910. PRC2 H3K27 methylation, DELFIA TRF, 1 h. hit rate 0.35% among 57,000;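 active = mean inhibition of replicates at least 50% and every single replicate also reaching 50%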;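 also: dimethyl H3K27 on biotinylated H3 21-44 peptide detected by antibody; plate controls were median neutral control wells for no effect and median positive control wells for full effect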
Target sequence (Q15910 whole entry, looked up): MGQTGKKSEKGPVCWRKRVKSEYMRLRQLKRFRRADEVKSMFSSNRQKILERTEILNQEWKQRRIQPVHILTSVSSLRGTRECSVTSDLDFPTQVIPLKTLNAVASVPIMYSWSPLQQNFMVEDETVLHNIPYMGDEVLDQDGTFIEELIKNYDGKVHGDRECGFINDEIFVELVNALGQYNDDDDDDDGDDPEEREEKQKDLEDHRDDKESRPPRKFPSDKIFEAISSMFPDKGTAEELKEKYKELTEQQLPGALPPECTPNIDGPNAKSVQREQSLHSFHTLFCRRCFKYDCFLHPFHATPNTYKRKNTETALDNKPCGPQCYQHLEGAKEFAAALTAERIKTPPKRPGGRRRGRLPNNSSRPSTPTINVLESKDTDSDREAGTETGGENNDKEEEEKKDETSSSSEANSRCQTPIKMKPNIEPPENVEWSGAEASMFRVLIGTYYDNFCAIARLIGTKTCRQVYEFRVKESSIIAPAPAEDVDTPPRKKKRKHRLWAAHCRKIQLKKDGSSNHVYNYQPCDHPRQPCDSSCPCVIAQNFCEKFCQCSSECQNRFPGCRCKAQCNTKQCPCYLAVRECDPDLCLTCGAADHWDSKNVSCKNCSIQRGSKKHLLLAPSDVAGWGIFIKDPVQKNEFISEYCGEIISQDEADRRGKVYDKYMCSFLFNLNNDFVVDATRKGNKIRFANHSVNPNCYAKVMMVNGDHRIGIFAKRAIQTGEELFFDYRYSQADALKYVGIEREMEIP
IDH1 R132H inh – inhibitors of human IDH1 R132H. AID 624101. hit rate 0.18% among 70,000. O75874. inhibition, % at 10 µM. IDH1 R132H reductase, diaphorase/resazurin fluorescence, 60 min; in the data active = inhibition above about 34%;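 also: 0% = DMSO and 100% = no enzyme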
* marks the source's active call; other numbers are inactive results; · = no result given. Not all compounds are listed; the hit share may differ from the screen's.

Sequence of screens: PRC2 inh, IDH1 R132H inh
COC(=O)COc1ccc(NC(=O)C2CCCO2)cc1 (stereo not given)
→ -5, -0.2
O=C(C[C@H]1C=C[C@H](NC(=O)Nc2ccc3c(c2)OCO3)[C@@H](CO)O1)NCCCN1CCOCC1
→ 17, 0.3
COc1ccc([Si](C)(C)[C@@H]2[C@@H](CCn3cc([C@H](O)c4ccccc4)nn3)O[C@]3(C(=O)N(Cc4ccc(N5CCOC5=O)cc4)c4ccccc43)[C@H]2C)cc1
→ -2, 0.2
COc1ccc(S(=O)(=O)Nc2cccc3c2O[C@H](CN(C)Cc2ccccc2)[C@@H](C)CN([C@@H](C)CO)C3=O)cc1
→ -3, ·
C[C@@H]1CCCCO[C@H](CN(C)C(=O)NC2CCCCC2)[C@@H](C)CN([C@@H](C)CO)C(=O)c2cc(NC(=O)CCC(F)(F)F)ccc2O1
→ ·, 0.1
C[C@H]1CN([C@@H](C)CO)C(=O)Cc2cc(NC(=O)CCN3CCOCC3)ccc2O[C@@H]1CN(C)Cc1ccc(-c2ccccc2)cc1
→ ·, 0.7
C[C@H]1CN([C@@H](C)CO)C(=O)c2cc(-c3cccc(F)c3)cnc2O[C@@H]1CN(C)C(=O)c1cccc(F)c1
→ ·, 0.6
CN(C)c1ccc2c(c1)[C@@H]1C[C@@H](CC(=O)O)O[C@@H](CO)[C@@H]1O2
→ -1, -12
C[C@@H]1CN([C@H](C)CO)C(=O)CCCn2nncc2CO[C@H]1CN(C)Cc1ccccc1
→ 10, 0.2
CC(C)NC(=O)Nc1ccc2c(c1)C(=O)N([C@H](C)CO)C[C@H](C)[C@@H](CN(C)C(=O)Nc1ccc3c(c1)OCO3)OCCCC[C@H](C)O2
→ ·, 2.0
CCC(=O)Nc1ccc2c(c1)OC[C@@H](C)N(Cc1ccncc1)C[C@H](C)[C@@H](OC)CN(C)C2=O
→ 9, -0.4
C[C@H](CO)N1C[C@H](C)[C@@H](CN(C)C(=O)Cc2ccccc2)Oc2ncc(C3=CCCCC3)cc2C1=O
→ ·, -0.2
CN(C)CC(=O)Nc1ccc2c(c1)[C@@H]1C[C@@H](CC(=O)N3CCc4ccccc4C3)O[C@H](CO)[C@@H]1O2
→ -2, 0.0
C[C@@H]1CN([C@H](C)CO)S(=O)(=O)c2ccc(C3=CCCCC3)cc2O[C@H]1CN(C)Cc1cncnc1
→ -20, ·
C[C@H]1CN([C@@H](C)CO)C(=O)c2cccc(NC(=O)Nc3ccccc3)c2O[C@@H]1CN(C)S(=O)(=O)c1ccccc1
→ 2, ·
Cc1noc(C)c1NC(=O)N(C)C[C@@H]1Oc2ccc(NC(=O)CCCCCC(=O)Nc3ccccc3N)cc2CC(=O)N([C@H](C)CO)C[C@@H]1C
→ 5, ·
O=C(Nc1ccccc1F)N[C@H]1CC[C@H](CCNC(=O)C2CCCCC2)O[C@@H]1CO
→ 2, -0.7
CCCC#Cc1cnc2c(c1)C(=O)N([C@@H](C)CO)C[C@@H](C)[C@@H](CN(C)C(=O)Nc1c(C)noc1C)O2
→ -2, ·
C[C@@H]1CN([C@@H](C)CO)C(=O)c2cc(NC(=O)CCCCCC(=O)Nc3ccccc3N)ccc2O[C@@H]1CN(C)C
→ -8, -0.3
C[C@H]1CN([C@@H](C)CO)C(=O)Cc2cc(NC(=O)CCN3CCOCC3)ccc2O[C@@H]1CN(C)C(=O)Nc1ccc2c(c1)OCO2
→ ·, 0.2
C[C@H]1CN([C@@H](C)CO)C(=O)c2cccc(NC(=O)Nc3ccc(F)cc3)c2O[C@@H]1CN(C)Cc1ccc2c(c1)OCO2
→ -6, 3.0
CNC[C@H]1Oc2ccc(NC(=O)C3CC3)cc2C(=O)N([C@H](C)CO)C[C@H]1C
→ 2, 6.3
COc1ccccc1S(=O)(=O)N(C)C[C@@H]1Oc2cc(C#CCC3CCCC3)ccc2S(=O)(=O)N([C@@H](C)CO)C[C@@H]1C
→ -5, 0.1
Cc1ccc(S(=O)(=O)Nc2ccc3c(c2)C(=O)N([C@H](C)CO)C[C@@H](C)[C@H](CN(C)C(=O)Nc2ccc(C(F)(F)F)cc2)OCCCC[C@@H](C)O3)cc1
→ ·, -1.5
C[C@@H]1CN([C@@H](C)CO)C(=O)c2cc(NC(=O)c3ccncc3)ccc2O[C@H]1CN(C)Cc1ccc(C(F)(F)F)cc1
→ -35, ·
C[C@@H]1CN([C@@H](C)CO)C(=O)Cc2cc(NS(=O)(=O)c3ccccc3)ccc2O[C@H]1CN(C)C(=O)Nc1ccc2c(c1)OCO2
→ ·, 0.7
Cc1ccc(S(=O)(=O)Nc2cccc3c2O[C@H](CN(C)S(=O)(=O)c2ccccc2)[C@H](C)CN([C@H](C)CO)C3=O)cc1
→ ·, -0.8
COCC(=O)N(C)C[C@@H]1Oc2cc(-c3ccccc3)ccc2S(=O)(=O)N([C@@H](C)CO)C[C@H]1C
→ ·, -0.1
O=C(N/N=C/c1ccccc1C(=O)O)c1ccccc1O
→ 16, 1.0
COC(=O)C[C@@H]1C[C@H]2c3cc(NC(=O)C4CCOCC4)ccc3O[C@H]2[C@H](CO)O1
→ 3, -0.7
CO[C@@H]1CN(C)C(=O)c2cc(NC(=O)Nc3ccccc3)ccc2OC[C@H](C)N(C(=O)CN(C)C)C[C@@H]1C
→ -16, -0.2
O=C(C[C@@H]1CC[C@H](NC(=O)C2CC2)[C@@H](CO)O1)NC1CCC1
→ 0, 0.1
C[C@H]1CN([C@@H](C)CO)C(=O)c2cc(NS(C)(=O)=O)ccc2O[C@H]1CN(C)S(=O)(=O)c1ccc(Cl)cc1
→ ·, 1.4
COc1ccc(NC(=O)Nc2ccc3c(c2)C(=O)N([C@@H](C)CO)C[C@H](C)[C@@H](CN(C)C(=O)Nc2ccc4c(c2)OCO4)OCCCC[C@H](C)O3)cc1
→ ·, -0.3
COc1ccc(CNC(=O)C[C@H]2C[C@H]3c4cc(NC(=O)CC5CC5)ccc4O[C@H]3[C@H](CO)O2)cc1
→ 3, -0.1
CCC(=O)N(C)C[C@@H]1Oc2cc(Br)ccc2S(=O)(=O)N([C@H](C)CO)C[C@@H]1C
→ -9, 1.0
C[C@H](CO)N1C[C@H](C)[C@H](CN(C)Cc2ccncc2)Oc2ncc(C#Cc3ccc(C(F)(F)F)cc3)cc2C1=O
→ -6, 0.2
C[C@H]1CN([C@@H](C)CO)S(=O)(=O)c2ccc(C#CC3CCCC3)cc2O[C@@H]1CN(C)C(=O)Nc1cc(F)ccc1F
→ 12, 0.6
C[C@H](O)C#Cc1cnc2c(c1)C(=O)N([C@@H](C)CO)C[C@H](C)[C@@H](CN(C)C(=O)Cc1ccccn1)O2
→ 1, ·
C[C@@H]1CN([C@H](C)CO)C(=O)c2cc(-c3ccc(C#N)cc3)cnc2O[C@@H]1CN(C)Cc1cccnc1
→ 1, 4.9
CC(C)NC(=O)Nc1ccc2c(c1)C(=O)N([C@H](C)CO)C[C@H](C)[C@H](CN(C)CC1CC1)OCCCC[C@H](C)O2
→ -5, ·
CC(=O)N(C)C[C@@H]1Oc2cc(-c3ccc(C#N)cc3)ccc2S(=O)(=O)N([C@H](C)CO)C[C@H]1C
→ -6, -0.2
COc1ccc(S(=O)(=O)Nc2ccc3c(c2)C(=O)N([C@H](C)CO)C[C@H](C)[C@H](CN(C)C(=O)CCCN(C)C)OCCCC[C@@H](C)O3)cc1
→ ·, -4.8
Cc1noc(C)c1NC(=O)N(C)C[C@@H]1Oc2ccc(NC(=O)CCN3CCOCC3)cc2CC(=O)N([C@@H](C)CO)C[C@@H]1C
→ ·, 0.1
COc1ccc(NC(=O)CSc2nc3ccccc3o2)c([N+](=O)[O-])c1
→ ·, 0.9
O=C(C[C@@H]1CC[C@@H](NC(=O)Cc2ccccn2)[C@@H](CO)O1)NCCCN1CCOCC1
→ 3, 0.3
Cc1ccc(S(=O)(=O)N(C)C[C@@H]2Oc3ccc(NC(=O)Cc4cn(C)c5ccccc45)cc3C(=O)N([C@@H](C)CO)C[C@@H]2C)cc1
→ ·, -2.3
O=C(NCC[C@H]1CC[C@@H](NC(=O)c2cccnc2)[C@H](CO)O1)Nc1ccc(Cl)cc1
→ 0, -0.1
COc1ccc(-c2csc3ncn(CC(=O)Nc4sc5c(c4C#N)CCC5)c(=O)c23)cc1OC
→ 13, -0.4
C[C@H]1CN([C@@H](C)CO)C(=O)c2cccc(NC(=O)Nc3cccc4ccccc34)c2O[C@@H]1CN(C)S(=O)(=O)c1ccc(F)cc1
→ ·, -0.9
C[C@H]1CN([C@@H](C)CO)C(=O)c2cc(NC(=O)CCCCCC(=O)Nc3ccccc3N)ccc2O[C@H]1CN(C)S(=O)(=O)c1cn(C)cn1
→ 0, -0.3
C[C@@H]1CN([C@@H](C)CO)C(=O)c2cc(C#Cc3ccncc3)cnc2O[C@H]1CN(C)C(=O)CN(C)C
→ 7, 6.9
CC(C)NC(=O)Nc1cccc2c1O[C@@H](CN(C)C(=O)Nc1cccc3ccccc13)[C@H](C)CN([C@H](C)CO)C2=O
→ -2, ·
O=C(C[C@H]1C[C@H]2c3cc(NC(=O)Nc4ccccc4F)ccc3O[C@H]2[C@H](CO)O1)NCC1CC1
→ -4, -1.4
COc1ccc(S(=O)(=O)N(C)C[C@H]2Oc3ccc(NS(=O)(=O)c4ccc(Cl)cc4)cc3CC(=O)N([C@@H](C)CO)C[C@@H]2C)cc1
→ ·, -0.1
CO[C@H]1C=C[C@@](C)(O)/C=C/C(=O)O[C@H](C)[C@@H](C)CC/C=C\1C
→ ·, 0.2
C/C=C/c1ccc2c(c1)O[C@@H](CN(C)S(C)(=O)=O)[C@@H](C)CN([C@H](C)CO)S2(=O)=O
→ -3, -3.3
O=C(O)CCc1ccc(-c2ccccc2)n1-c1ccc([N+](=O)[O-])cc1
→ -2, 1.7
COCC#Cc1ccc2c(c1)O[C@H](CN(C)Cc1ccccc1)[C@@H](C)CN([C@H](C)CO)S2(=O)=O
→ ·, -0.1
C[C@@H]1CN([C@H](C)CO)C(=O)c2cc(C#Cc3ccccc3F)cnc2O[C@@H]1CN(C)S(=O)(=O)c1ccccc1
→ -11, -3.7

A section of the results above:
Sequence of screens: PRC2 inh, IDH1 R132H inh
CC(C)NC(=O)Nc1cccc2c1O[C@@H](CN(C)C(=O)Nc1cccc3ccccc13)[C@H](C)CN([C@H](C)CO)C2=O
→ -2, ·
O=C(C[C@H]1C[C@H]2c3cc(NC(=O)Nc4ccccc4F)ccc3O[C@H]2[C@H](CO)O1)NCC1CC1
→ -4, -1.4
COc1ccc(S(=O)(=O)N(C)C[C@H]2Oc3ccc(NS(=O)(=O)c4ccc(Cl)cc4)cc3CC(=O)N([C@@H](C)CO)C[C@@H]2C)cc1
→ ·, -0.1

The listing picks up with the two entries that preceded the break.
Sequence of screens: PRC2 inh, IDH1 R132H inh
COCC#Cc1ccc2c(c1)O[C@H](CN(C)Cc1ccccc1)[C@@H](C)CN([C@H](C)CO)S2(=O)=O
→ ·, -0.1
C[C@@H]1CN([C@H](C)CO)C(=O)c2cc(C#Cc3ccccc3F)cnc2O[C@@H]1CN(C)S(=O)(=O)c1ccccc1
→ -11, -3.7
CC(C)(Oc1ccc(Cl)cc1)C(=O)NCc1ccco1
→ -1, -0.1
O=C(NO)c1cccc(C(=O)N/N=C/c2ccccc2[N+](=O)[O-])c1
→ 9, -0.6
O=C(C[C@@H]1C[C@H]2c3cc(NS(=O)(=O)c4ccc(F)cc4)ccc3O[C@H]2[C@H](CO)O1)NCc1cccc(F)c1
→ -1, -0.1
C[C@@H]1CN([C@H](C)CO)C(=O)Cc2cc(NS(C)(=O)=O)ccc2O[C@@H]1CN(C)S(=O)(=O)c1cccs1
→ ·, -0.4
CO[C@@H]1CN(C)C(=O)c2cc(NC(=O)NC(C)C)ccc2OC[C@@H](C)N(CC2CC2)C[C@H]1C
→ 4, 0.2
CO[C@H]1CN(C)C(=O)c2cc(NC(=O)NC(C)C)ccc2OC[C@@H](C)N(Cc2ccc(-c3ccccn3)cc2)C[C@@H]1C
→ -19, 0.1
Cc1ccc(-n2c(Cn3ncc4ccccc4c3=O)n[nH]c2=S)c(Br)c1
→ -6, 1.0
Cc1ccc(S(=O)(=O)Nc2ccc3c(c2)CC(=O)N([C@@H](C)CO)C[C@@H](C)[C@@H](CN(C)Cc2ccccc2)O3)cc1
→ ·, -0.2
C[C@H]1CN([C@@H](C)CO)C(=O)Cc2cc(NC(=O)CCC(F)(F)F)ccc2O[C@@H]1CN(C)Cc1ccc(Oc2ccccc2)cc1
→ ·, 0.2
CCc1ccc(C(Nc2cc(C)ccn2)c2ccc3ccc(C)nc3c2O)cc1 (stereo not given)
→ -1, -0.6
CO[C@@H]1CN(C)C(=O)c2cc(NC(=O)C3CC3)ccc2OC[C@H](C)N(C(=O)C2CCOCC2)C[C@H]1C
→ 0, -0.2
CNC[C@H]1OCCCC[C@@H](C)Oc2ccc(NS(=O)(=O)c3ccc(C)cc3)cc2C(=O)N([C@H](C)CO)C[C@@H]1C
→ 9, ·
C[C@@H]1CN([C@H](C)CO)C(=O)c2cc(NC(=O)Nc3ccc(F)cc3)ccc2O[C@@H]1CN(C)Cc1ccc(-c2ccccc2)cc1
→ ·, 0.1
COC(=O)C[C@@H]1C=C[C@@H](NC(=O)Nc2ccc(C(F)(F)F)cc2)[C@H](CO)O1
→ 4, 0.0
COc1ccc(S(=O)(=O)N(C)C[C@H]2OCc3cn(nn3)CCCC(=O)N([C@@H](C)CO)C[C@@H]2C)cc1
→ ·, 2.4
COc1cc(Cl)c(C)cc1NC(=O)C(CC(C)C)N1C(=O)c2ccccc2C1=O (stereo not given)
→ 25, 2.5
C[C@H](CO)N1C[C@H](C)[C@@H](CN(C)C(=O)c2cccnc2)Oc2ncc(-c3ccc(C#N)cc3)cc2C1=O
→ 13, 1.7

Source: PubChem
